High-throughput results deposited in PubChem BioAssay by National Center for Advancing Translational Sciences (NCATS).
Tau ThT inhib = tau fibrillization inhibition (ThT binding) | AID 1460 | P10636 | 2.1% of 270,000 active | recombinant tau K18 P301L, heparin-induced fibrillization, ThT fluorescence | Potency, µM (titrated, usually from 57.4 µM), for inactives: at the highest dose activity, negative = inhibition, actives largely listed as inhibitors; also: % is scaled to controls: 0 for no effect and ±100 for the full control effect; nearly all actives have a fitted effect of over 55% in size
Target sequence (P10636 561-689 P618L limits assumed): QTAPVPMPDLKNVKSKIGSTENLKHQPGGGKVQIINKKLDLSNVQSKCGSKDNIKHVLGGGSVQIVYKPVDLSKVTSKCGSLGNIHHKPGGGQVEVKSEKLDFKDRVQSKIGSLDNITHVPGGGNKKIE
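Recombinant human tau K18 fragment […] carrying P301L, 15 uM unlabeled plus 0.24 uM Alexa 594-labeled, was fibrillized with 20 uM heparin in 100 mM sodium acetate pH 7 for 6 hr at 37 C; 30 uM ThT fluorescence read after 1 hr.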
Tau fibril FP = blocks human tau fibril formation measured by polarization; P10636; K18 P301L tau heparin fibrillization, Alexa594 FP, 6 h; Potency, µM (doses to about 57.7 µM), inactives show top-dose activity, negative = inhibition, usual class: inhibitors; 0.39% of 280,000 active; AID 1468; also: % is scaled to controls: 0 for no effect and ±100 for the full control effect; nearly all actives have a fitted effect of over 55% in size
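Quantitative HTS format: compounds meet 15 uM recombinant K18 P301L tau and Alexa 594-tau tracer in 100 mM sodium acetate pH 7; 20 uM heparin triggers fibrillization at 37 C over 6 hr; FP gives the signal.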
aGal spleen mod = inhibitors or activators of human alpha-galactosidase in spleen homogenate; P06280; human spleen homogenate, 4MU-alpha-Gal fluorescence, 40 min; Potency, µM (titrated, usually from 80 µM), without a hit: at the highest dose activity change, negative = inhibition, usual class: inhibitors; 0.008% of 240,000 active; AID 2107;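 also: 0% = enzyme with vehicle and -100% = no enzyme basal signal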
Target sequence (P06280 32-429 limits assumed): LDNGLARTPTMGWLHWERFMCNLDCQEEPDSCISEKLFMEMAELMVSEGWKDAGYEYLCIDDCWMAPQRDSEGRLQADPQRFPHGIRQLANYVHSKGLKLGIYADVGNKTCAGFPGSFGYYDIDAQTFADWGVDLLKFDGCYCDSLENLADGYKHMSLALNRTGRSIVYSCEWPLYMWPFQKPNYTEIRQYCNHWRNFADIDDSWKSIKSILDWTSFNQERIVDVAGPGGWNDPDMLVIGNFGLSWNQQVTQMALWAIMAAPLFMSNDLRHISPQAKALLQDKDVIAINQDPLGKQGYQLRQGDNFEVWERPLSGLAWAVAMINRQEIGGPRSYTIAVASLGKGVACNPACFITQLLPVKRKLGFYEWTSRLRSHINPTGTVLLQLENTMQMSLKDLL
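Fluorogenic readout (Ex 365/Em 440 nm) of 4-methylumbelliferone released from 1 mM 4-MU-alpha-galactoside by spleen homogenate, 40 min at 37C, pH 5.0. Data normalized to no-enzyme and enzyme controls; Hill-equation AC50 from compound titrations.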
GAA inh = blocks human lysosomal alpha-glucosidase. P10253. purified human GAA, 4-MU-alpha-glucoside fluorescence. Potency, µM (highest dose often 76.9 µM), for the others: top-dose activity change, negative = inhibition, usual class: inhibitors. 0.005% of 200,000 active. AID 1466;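 also: plate controls were uninhibited enzyme wells for no effect and no-enzyme background for full effect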
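Enzyme (4 nM final) mixed with compound (up to 77 uM), then 4-MU-alpha-D-pyranoside (400 uM final) added; 20 min at room temperature, pH 5.0. Reaction stopped at pH 10, fluorescence read, AC50 derived by Hill fit.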
Tau fluor cs = counter-screen for tau fibril formation inhibitors; tau K18 P301L Alexa594 fluorescence, heparin fibrillization; 0.93% of 280,000 active; Potency, µM (titrated, usually from 57.7 µM), inactives show at the top dose activity change, negative = decrease; also: % is scaled to controls: 0 for no effect and ±100 for the full control effect; nearly all actives have a fitted effect of over 55% in size
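Human tau K18 P301L (15 uM unlabeled, 0.24 uM Alexa 594-labeled) in 100 mM sodium acetate pH 7 with 20 uM heparin, 6 hr at 37 C. ThT 30 uM added, 1 hr ambient; Alexa 594 FP and total fluorescence read at 555/632 nm.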
HTT cytoprotect = protects HTT-Q103 PC12 cells, measured by ATP; PC12 HTT-Q103 induced, cytoprotection, ATP luminescence, 40 h; Potency, µM (top dose mostly 56.4 µM), for the others: cytoprotection (ATP increase), usual class: activators; 0.14% of 230,000 active; AID 1471;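 also: % of control where 0% means no effect; nearly all actives have a fitted effect of over 45% in size; toxic huntingtin expression switched on by the ecdysone agonist tebufenozide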
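Stable PC12 Q103-GFP cells in serum-supplemented, phenol red-free DMEM; induction by tebufenozide at 100 nM final; compound dose series; cell viability quantified luminescently from ATP.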
aGlu spleen mod = lysosomal alpha-glucosidase (human) modulation; P10253; human spleen homogenate, 4-MU-alpha-glucoside fluorescence; Potency, µM (top dose mostly 79.9 µM), without a hit: top-dose activity change, negative = inhibition, hits mostly inhibitors; 0.006% of 240,000 active; AID 2112;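 also: 0% = enzyme with vehicle and -100% = no enzyme basal signal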
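Enzyme source: human spleen homogenate, 1 ug/well. Buffer 50 mM citric acid/K phosphate pH 5.0, 0.01% Tween-20. 4-MU-alpha-glucoside 1 mM; 37 C x 40 min; NaOH/glycine stop; fluorescence.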
GAA glycogen = alters human alpha-glucosidase cleavage of glycogen; P10253; recombinant GAA, glycogen substrate, Amplex Red glucose oxidase fluorescence; Potency, µM (titrated, usually from 76.4 µM), for inactives: at the top dose activity change, negative = inhibition, hits mostly inhibitors; 0.38% of 300,000 active; AID 2100;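 also: 0% = full enzyme reaction and -100% = no-enzyme basal signal; the screen sought inhibitors and activators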
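Recombinant human enzyme (4 nM); glycogen substrate; 37 C, 40 min, pH 5.0. Readout: coupled glucose oxidase/Amplex Red fluorescence.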
Numbers without * were called inactive; ? = inconclusive; / = no result given; [ ] = dose if it differs, or a comment. Calls follow the shape of the dose curve; as a rule, active = well fitted curve in the direction sought with a large enough effect; inconclusive = small, poorly fitted or top-dose-only effect, or another doubt; inactive = no such curve, though single readings can be large; an effect the other way counts as inactive or inconclusive. Potency is read from the fitted curve at half-maximal effect.

| entry | Structure | Tau ThT inhib | Tau fibril FP | aGal spleen mod | GAA inh | Tau fluor cs | HTT cytoprotect | aGlu spleen mod | GAA glycogen |
| --- | --- | --- | --- | --- | --- | --- | --- | --- | --- |
| 1 | O=C(CSc1n[nH]c(=O)n1-c1ccc2c(c1)OCCO2)Nc1ccccc1 | -1% | 0% | 3% | -8% | 0% | 2%[10 µM] | 1% | 3% |
| 2 | CCn1c(SCC(=O)Nc2cccc(C)c2)nc2c(c1=O)SC(C)C2 (configuration not stated) | 5% | 7% | 1% | -1% | 0% | -10% | -1% | 10% |
| 3 | C=CCc1ccccc1OCC(O)CN(CC)CC (configuration not stated) | -10% | 0% | -2% | -16% | -3% | -7% | -3% | 0% |
| 4 | COC(=O)c1ccc(C(C2C(=O)CC(C)(C)CC2=O)C2C(=O)CC(C)(C)CC2=O)cc1 | ? | -18% | -7% | / | ? | -9%[10 µM] | -5% | 0% |
| 5 | COc1ccc2[nH]c(O)c(NC(C)=O)c2c1 | -4% | 0% | 13% | -3% | -3% | -3%[0.074 µM] | -4% | -15% |
| 6 | COC(=O)C(NC(C)=O)(Nc1nc2c(C)cc(C)cc2s1)C(F)(F)F (configuration not stated) | -17% | -12% | -10% | 1% | -15% | -4% | ? | 7% |
| 7 | O=C1OCCC1N1C(=O)c2ccccc2S1(=O)=O (configuration not stated) | 5% | 0% | 4% | -2% | 7% | -3% | -7% | -13% |
| 8 | COc1ccc(NC(=O)c2c(NC(=O)C(F)(F)F)sc3c2CCCCC3)cc1 | 16µM* | -1% | / | / | ? | / | / | -5%[76.3 µM] |

| entry | Structure | Tau ThT inhib | Tau fibril FP | aGal spleen mod | GAA inh | Tau fluor cs | HTT cytoprotect | aGlu spleen mod | GAA glycogen |
| --- | --- | --- | --- | --- | --- | --- | --- | --- | --- |
| 9 | COc1ccccc1NC(=O)Nc1ccccc1N1CCOCC1 | 2% | 0% | 7% | / | -8% | 7%[10 µM] | -4% | -1% |
| 10 | O=C(Nc1nccs1)C1CC(=O)N(c2ccc(Cl)cc2)C1 (configuration not stated) | 0% | -2% | 3% | 9% | -5% | / | -9% | -5% |
| 11 | Cc1ccc(CCNC(=O)c2coc3nc4ccccc4nc23)cc1 | ? | -9% | ? | ? | -21% | -13% | -12% | 2% |
| 12 | Cc1cc(C)n2c(SCC#N)nnc2n1 | 11% | 4% | 1% | -1% | 16% | -10% | -3% | -4% |
| 13 | COc1c(Br)cc([N+](=O)[O-])c(OC)c1C(=O)NC(=O)Nc1cc(Cl)cc(Cl)c1 | / | ? | -4% | / | ? | 9%[10 µM] | 2% | 4% |
| 14 | COc1ccc(C)cc1S(=O)(=O)N1CCC(C(=O)N2CCN(C)CC2)CC1 | -5% | 1% | -14% | 3% | 1% | 28%[10 µM] | -5% | 6% |
| 15 | Brc1ccc(Nc2c3c(nc4nncn24)CCC3)cc1 | ? | -3% | / | / | -6% | / | / | 4%[76.3 µM] |
| 16 | Cc1ccc(N2C(=O)[C@@H]3C(C(=O)CN4C(=O)c5ccccc5C4=O)=NN[C@@H]3C2=O)c(C)c1 | -7% | -2% | 2% | / | -9% | -6%[10 µM] | -2% | -3% |

| entry | Structure | Tau ThT inhib | Tau fibril FP | aGal spleen mod | GAA inh | Tau fluor cs | HTT cytoprotect | aGlu spleen mod | GAA glycogen |
| --- | --- | --- | --- | --- | --- | --- | --- | --- | --- |
| 17 | CCOc1cc(C(=O)OCC(=O)Nc2cc(C)on2)cc(OCC)c1OCC | -3% | -3% | 5% | -2% | -2% | 2% | 3% | 3% |
| 18 | CNC(=S)NNC(=O)CCn1nc(C)c(Br)c1C | -2% | -2% | 11% | 1% | -1% | -5% | 11% | -5% |
| 19 | COc1cccc(CNc2ccc(C(=O)O)cc2)c1OCc1ccccc1 | -10% | -8% | 4% | 6% | -4% | -3% | -1% | -17% |
| 20 | Cc1ccc(S(=O)(=O)NCC(=O)OCC(=O)c2ccc(Br)s2)cc1 | ? | 0% | -12% | -2% | -22% | 21% | -2% | 0% |
| 21 | COc1ccc(-c2ccc(SCC(=O)c3cccs3)nn2)cc1OC | ? | -8% | -5% | -11% | -10% | -9% | 2% | 16% |
| 22 | Cc1oc(-c2cccc(Cl)c2)nc1CN1CCCC(C(=O)NCc2ccc(F)cc2)C1 (configuration not stated) | -11% | 10% | / | / | -13% | / | / | -18%[76.3 µM] |
| 23 | NNC(=O)/C(=C/c1cccs1)NC(=O)c1ccccc1Cl | -13% | -14% | -2% | 6% | -17% | 18%[10 µM] | -3% | -17% |
| 24 | S=c1[nH]nc(-c2ccco2)n1/N=C/c1cccc(Cl)c1Cl | ? | 13% | -3% | 9% | -17% | -9%[10 µM] | -3% | -19% |

| entry | Structure | Tau ThT inhib | Tau fibril FP | aGal spleen mod | GAA inh | Tau fluor cs | HTT cytoprotect | aGlu spleen mod | GAA glycogen |
| --- | --- | --- | --- | --- | --- | --- | --- | --- | --- |
| 25 | OCCC1CN(Cc2cccn2-c2ccccn2)CCN1C1CCCCC1 (configuration not stated) | -4% | -8% | -4% | / | -1% | 4%[10 µM] | -6% | 15% |
| 26 | O=C(CSc1nnc(NC(=O)c2ccco2)s1)NCc1ccc2c(c1)OCO2 | -3% | -5% | 5% | -14% | -1% | -52% | -9% | -11% |
| 27 | O=C(Cn1cc(C(=O)C2CC2)c2ccccc21)NC1CCCC1 | 4% | -7% | -16% | 2% | 2% | 10% | -23% | -3% |
| 28 | CC1CC2=C(NC(=S)NC2c2cccc(F)c2)/C(=C/c2cccc(F)c2)C1 (configuration not stated) | -14% | -3% | -22% | -9% | -16% | 0%[10 µM] | -8% | -25% |
| 29 | CCOc1cc(/C=N/NC(=O)CCn2nnc3ccccc32)ccc1O | -14% | 6% | 1% | / | -8% | 14%[10 µM] | -5% | ? |
| 30 | O=C(O)c1cc(-c2cccnc2)nc2ccccc12 | 3% | 10% | -8% | / | 9% | 16%[10 µM] | 0% | 8% |
| 31 | O=C1c2ccccc2C(=O)N1CCc1nc(-c2cccnc2)no1 | 6% | -5% | -8% | -3% | 0% | -5%[0.074 µM] | -23% | -2% |
| 32 | Cc1ccc(NC(=O)c2oc3c(c2C)-c2[nH]ncc2CC3)c(Cl)c1 | -14% | 12% | / | / | -13% | / | / | -14%[76.3 µM] |

| entry | Structure | Tau ThT inhib | Tau fibril FP | aGal spleen mod | GAA inh | Tau fluor cs | HTT cytoprotect | aGlu spleen mod | GAA glycogen |
| --- | --- | --- | --- | --- | --- | --- | --- | --- | --- |
| 33 | CC1/C(=N/O)CC(c2ccccc2)NC1c1ccccc1 (configuration not stated) | -9% | 2% | -2% | -2% | -9% | 4% | 0% | -9% |
| 34 | COc1ccc(-n2nc([N+](=O)[O-])c(=NCCc3cccc(C)c3)n2O)cc1 | ? | 11% | 4% | ? | ? | -46%[inhibitor] | -1% | -7% |
| 35 | c1ccc(CNc2nc(NCc3ccco3)nc(N3CCOCC3)n2)cc1 | -5% | -5% | 3% | -3% | -7% | / | -4% | -9% |
| 36 | Cc1nnc(N/N=C/c2ccccn2)[nH]c1=O | -12% | 1% | 9% | 4%[15.4 µM] | -7% | -54%[inhibitor][10 µM] | 3% | 4% |
| 37 | CCn1cc(C(=O)OCC(=O)Nc2ccc(C(C)C)cc2)c(=O)c2ccc(C)nc21 | -15% | 0% | -3% | -4% | -11% | -27% | -5% | 5% |
| 38 | O=C(NS(=O)(=O)c1ccc(NC(=O)C2CCCO2)cc1)c1ccccc1 (configuration not stated) | -4% | -1% | -29% | -20% | 5% | -6% | -19% | 9% |
| 39 | C/C(=N\O)C(=O)Nc1ccccc1 | 1% | -6% | -9% | / | 1% | 14%[10 µM] | 4% | 5% |
| 40 | COc1ccccc1OCCn1c(C(C)O)nc2ccccc21 (configuration not stated) | 6% | 9% | 8% | -24% | 3% | -16%[10 µM] | -3% | 3% |

| entry | Structure | Tau ThT inhib | Tau fibril FP | aGal spleen mod | GAA inh | Tau fluor cs | HTT cytoprotect | aGlu spleen mod | GAA glycogen |
| --- | --- | --- | --- | --- | --- | --- | --- | --- | --- |
| 41 | COCCOc1cc2ncnc(N3CCC(C(=O)O)CC3)c2cc1OCCOC | -11% | 5% | 7% | / | -10% | -5%[10 µM] | 4% | 3% |
| 42 | COC(=O)c1ccc(N2CCN(C)CC2)c(NC(=O)COc2ccc(OC)cc2)c1 | 0% | -2% | 2% | -10% | -1% | -18% | -3% | 2% |
| 43 | CCCCN(CC)CCNC(=O)CNC(=O)Cn1ccc2ccccc2c1=O | -6% | 5% | -5% | 2% | -3% | -45%[inhibitor] | -3% | 4% |
| 44 | COc1cc2ncnc(NCc3ccc(Cl)cc3)c2cc1OC | 6% | -7% | -1% | 4% | -7% | -87%[inhibitor] | 0% | -14% |
